# Bioassay records (PubChem)
# Yfh1-depleted yeast – enhancers of respiration in Yfh1-depleted yeast, dose response, Friedreich's ataxia, plus single-dose screen (AID 1465) | S. cerevisiae Yfh1-off respiration, WST-1 reduction, 72 h; higher fold induction means a stronger effect | fold induction at 50 µM, or EC50 in µM where a hit was titrated | 220,000 tested, 0.074% active;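 active means fold induction of absorbance versus untreated yeast above a set limit, then at least 30% activation at any dose in follow-up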;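 further: activators that raise dye reduction in frataxin-depleted yeast; strong numbers were not always called active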
# Dynein cargo inh – blocks dynein driven cargo transport along microtubules; 3617.4 mouse cells, GR-EGFP nuclear translocation imaging; test concentration mostly 20 µM; stimulated with dexamethasone, 1 µM; hits give low values; z-score, hits read low; 220,000 tested, 0.47% active; AID 1381;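 active means plate z-score of nuclear minus cytoplasmic receptor signal below a set negative limit, without overly bright fluorescence or cell loss, cut at about -3.5 in these data, passing the limit was not always enough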;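 further: z-score of nuclear minus cytoplasmic ring GR-EGFP intensity difference per well; some compounds called inactive have numbers as strong as hits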
#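 Buffer or medium: tet-free, stripped-serum medium; Also added: dexamethasone, 1.0 µM final; Technique: high-content fluorescence imaging after fixation; Times: 48 h induction, 1 h compound, 30 min dex at 37 °C; Read-out: per-cell GR-EGFP intensity, nucleus versus surrounding cytoplasmic ring, well-averaged.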
# b-catenin transl – beta-catenin nuclear translocation modulation | HeLa beta-catenin nuclear translocation, immunofluorescence imaging | nuclear translocation activity, % at 5 µM | 190,000 tested, 0.3% active | AID 1665;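 active means nuclear translocation activity above 50% at 5 µM, with a well cell count of 50 or more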;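 further: per-cell ratio of nuclear to cytoplasmic median beta-catenin stain intensity; plate controls were DMSO negative control for no effect and GSK-3 inhibitor IX positive control for full effect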
#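 Technique: fluorescence imaging of beta-catenin antibody stain plus DAPI / Material: human HeLa cell line / Incubation: compound treatment 24 h, 37°C, 5% CO2 / Read-out basis: % activation of per-cell nuclear versus cytoplasmic median beta-catenin signal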
# M17LAP inhibition – P. falciparum M17LAP inhibitors, primary screen, biochemical, fluorogenic H-Leu-NHMec substrate, 1536-well (AID 1619). recombinant M17LAP, H-Leu-NHMec fluorogenic kinetic assay; higher % means a stronger effect. 220,000 tested, 0.38% active. inhibition, % at 30 µM; hits with a dose series show IC50 in µM;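 active means compound inhibiting the enzyme by more than half at any dose during confirmatory dose-response retesting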;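 further: plate controls were full reaction with DMSO carrier for no effect and no enzyme background for full effect; strong numbers were not always called active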
# T cell modulator – T cell immune modulators affecting CD8 T cell-vesicle binding. 2C CD8+ T cell-vesicle binding, flow cytometry; hits give low values. calls only at 7 µM. 330,000 tested, 0.068% active. AID 2052;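 active means response, share of CD8 T cells binding vesicles, and their 90th percentile fluorescence all below set limits, cut at about 80% in these data, passing the limit was not always enough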
#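 Also added: QL9-peptide-loaded Drosophila micro-vesicles bearing Ld, ICAM-1 and B7-1; Test system: purified 2C TCR transgenic mouse naive CD8+ T cells; Measured by: cytometric PE anti-B7-1 and Alexa647 anti-CD8 signals after 1% paraformaldehyde fixation; Timing: binding step 1.5 h, 37 °C, antibody labelling 20 min, ice.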
# P. falciparum M1AAP – malaria alanyl aminopeptidase activity blockers – biochemical, fluorogenic H-Leu-NHMec substrate, 1536-well (AID 1445); recombinant M1AAP, H-Leu-NHMec fluorogenic kinetic assay; higher % means a stronger effect; inhibition, % at 30 µM, or IC50 in µM where a hit was titrated; 220,000 tested, 0.42% active;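 active means primary inhibition above the hit cutoff, then over 50% inhibition at one or more dose response concentrations, cut at about 23% in these data, passing the limit was not always enough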;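 further: plate controls were DMSO full reaction for no effect and no enzyme background for full effect; strong numbers were not always called active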
# WT yeast gro inh – growth inhibition of WT yeast, mitochondrial fusion screen; mitochondrial fusion phenotypic screen, WT strain; 190,000 tested, 2.1% active; inhibition, % at 10 µM; in the data active means inhibition above about 58%; tested in S. cerevisiae
# MT stabilize HCS – microtubule stabilization, imaging screen; HeLa tubulin immunostaining HCS, 24 h; share of cells brighter than vehicle mean+2SD; % tubulin-high responders, % at 10 µM; 200,000 tested, 0.83% active;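 active means plate Z-score above 3 for both tubulin-high and condensed-nucleus cell shares, with cell loss under 80%, at 10 µM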;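 further: anti alpha tubulin signal scored within the nucleus-defined area of each cell; some results filed as inactive read as strong as hits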
# Autophagy HCS – autophagy modulation, high-content screen | MEF GFP-LC3 puncta imaging; test concentration mostly 10 µM | calls only at 10 µM (by protocol) | 190,000 tested, 0.98% active;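 active means percentage of spot-positive cells more than 3 SD above its plate mean, without a fluorescence outlier flag or 80% toxicity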;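 further: spot-positive cell cutoff set from DMSO-treated cells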
# WT yeast gro inh mutant strain – further read-out of WT yeast gro inh, marked with its call; inhibition, %; mitochondrial fusion phenotypic screen, mutant strain inhibition
# Dynein cargo inh cytoplasmic EGFP – second read-out of Dynein cargo inh, no call of its own (marks repeat the call); z-score; measured here: cytoplasmic GR-EGFP intensity; hits give high values
# Dynein cargo inh nuclear GR-EGFP – also measured in Dynein cargo inh; calls as there; z-score; measured here: nuclear GR-EGFP intensity;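 lower value marks the stronger effect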
# Dynein cargo inh cell count – recorded beside Dynein cargo inh, whose call it bears; z-score; measured here: cell count per field
# b-catenin transl cell count 5 µM – also measured in b-catenin transl; calls as there; cell count; measured here: cell count, cytotoxicity flag
# T cell modulator vesicle-bound % – also measured in T cell modulator; calls as there; double positive events, %; measured here: CD8+ vesicle-bound cell fraction;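 binding gate set so that unloaded-vesicle control wells show 10% double positive cells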
# MT stabilize HCS Hoechst-high % – also measured in MT stabilize HCS; calls as there; % Hoechst-high responders; measured here: nuclear condensation Hoechst responders;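 share of cells brighter than vehicle mean plus two SD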
# MT stabilize HCS cytotoxicity % – further read-out of MT stabilize HCS, marked with its call; toxicity, %; measured here: cytotoxicity by cell density;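 0% = mean cell density of plate MIN control wells and 100% = no cells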
# Autophagy HCS cell loss 18 h – also measured in Autophagy HCS; calls as there; toxicity, %; measured here: cell loss, nuclei count;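 cell loss after 18 h compound exposure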
# Active calls of the source: *; i = inactive; nt = not tested or not shown; + = active, no number.
# Below each compound – Yfh1-depleted yeast	Dynein cargo inh	Dynein cargo inh cytoplasmic EGFP	Dynein cargo inh nuclear GR-EGFP	Dynein cargo inh cell count	b-catenin transl	b-catenin transl cell count 5 µM	M17LAP inhibition	T cell modulator	T cell modulator vesicle-bound %	P. falciparum M1AAP	WT yeast gro inh	WT yeast gro inh mutant strain	MT stabilize HCS	MT stabilize HCS Hoechst-high %	MT stabilize HCS cytotoxicity %	Autophagy HCS	Autophagy HCS cell loss 18 h
CC(Sc1nnc(COc2ccc3ccccc3c2)n1C)C(=O)O (stereo unspecified)
→ i	-1.3	-0.31	-0.53	0.5	-1.9	1193	15%	i	35	11%	2	-18	7.2	3.9	3.5	i	6
COCCNC(=O)c1cnn2c1NC(c1ccco1)CC2C(F)(F)F (stereo unspecified)
→ i	-0.69	-0.043	-0.56	0.75	-1.7	1222	5%	i	9	2%	-7	10	4.3	2.7	2.7	i	-3
COc1ccc(N2C(=O)CC(Nc3ccc(C)cc3)C2=O)cc1 (stereo unspecified)
→ i	-0.61	-0.26	0.016	0.092	nt	nt	2%	i	24	7%	11	20	1.7	3.0	4.7	i	25
O=C(O)c1ccc(CNCc2c(Cl)cccc2Cl)cc1
→ i	-0.097	0.077	-0.14	0.89	1.0	1029	0%	i	26	1%	-9	1	2.8	1.4	2.8	i	13
CC(C)=CCCC1(C)C=Cc2c(c(C)cc3c2[nH]c2cc(O)ccc23)O1 (stereo unspecified)
→ i	-0.31	-0.76	0.23	-0.082	-1.3	1204	9%	i	30	5%	nt	nt	nt	nt	nt	nt	nt
CCOC(=O)N1CCN(C(=O)CSc2nnc(-c3cccc(Cl)c3)o2)CC1
→ i	-0.74	-0.21	-0.18	0.56	0.7	1040	1%	i	63	-5%	14	1	2.4	1.4	2.2	i	-13
CCNC(=O)COc1ccc(S(=O)(=O)Nc2ccccc2)cc1
→ i	1	-0.15	0.83	0.51	0.4	1199	1%	i	16	-4%	-3	-13	2.5	1.7	8.7	i	-8
CN1CCN(c2oc(COc3ccc(-c4ccccc4)cc3)nc2C#N)CC1
→ i	1.8	-0.24	-0.14	-0.82	nt	nt	3%	i	45	-2%	42	48	3.7	1.8	6.7	i	2
CCCCNC(=O)c1onc(CSc2ccc(C(C)C)cc2)c1C(=O)O
→ i	-1.4	-0.19	-0.16	0.19	-2.4	1479	1%	i	52	-3%	-4	4	3.0	2.0	8.7	i	3
O=C(c1cc2sccc2n1Cc1ccc(F)cc1)N1CCc2ccccc21
→ i	-0.79	-0.091	-0.34	1.3	-1.8	1203	-3%	i	33	-1%	44	24	3.1	1.4	3.1	i	-5
O=C(/C=C/c1ccccc1)NCCN1CCOCC1
→ i	-0.29	-0.25	-0.57	0.45	0.8	510	2%	i	34	-1%	-9	-10	2.4	4.5	3.7	i	-17
Cc1cc(/C=N/NC(N)=S)c(C)n1-c1cccc(Cl)c1
→ i	-0.62	-0.13	0.0067	1.5	-2.0	1048	-2%	i	61	1%	6	25	2.6	3.2	11	i	-7
C=CCn1c(SCc2ccc(C(=O)OC)cc2)nnc1-c1sc(N)nc1C
→ i	1.4	-0.25	1.2	-0.55	-0.2	568	8%	i	36	-5%	15	0	2.7	0.8	6.9	i	-12
COc1ccc(NC(=O)Nc2ccc3c(c2)CCC3)cc1OC
→ i	-0.39	0.28	-0.1	0.47	0.4	1497	3%	i	49	5%	-16	4	3.9	2.4	16	i	-9
Cc1cc(NC(=O)CSc2nc(CCC3CCCC3)nc3ccccc23)no1
→ i	-1.1	-0.036	0.0069	0.0061	-1.8	1029	0%	i	34	2%	-9	-4	4.7	1.4	4.3	i	4
CCCCN(CCCC)S(=O)(=O)c1ccc(NS(=O)(=O)c2ccc(NC(C)=O)cc2)cc1
→ i	0.66	1.4	0.65	-0.96	-1.2	1052	-3%	i	4	8%	1	-1	2.5	1.2	9.8	i	-14
O=C(Cn1cc(C(=O)c2cccs2)c2ccccc21)NCc1cccs1
→ i	-0.29	-0.15	-0.13	2	-1.2	1111	1%	i	12	10%	-9	-19	3.3	2.3	1.9	i	13
CCOC(=O)c1ccc(Nc2ncnc3ccc(C)cc23)cc1
→ i	-0.96	-0.21	-1	1	3.2	1354	7%	i	56	7%	4	-8	3.4	2.5	6.9	i	5
Cc1cc(NC(=O)COc2cccc(Oc3ccccc3)c2)no1
→ i	-1.2	0.21	-1.1	0.88	0.1	1137	-9%	i	31	-4%	-14	-37	2.2	1.5	3.3	+	19*
O=C(COC(=O)c1ccccc1Br)NCc1ccccc1
→ i	0.82	-0.16	1.1	-1.1	nt	nt	11%	i	20	10%	5	-12	2.7	2.4	12	i	-4
CC(=NC(C)C)C1=C(O)CCC1=O
→ i	-0.14	-0.31	0.57	0.25	-6.4	850	2%	i	32	-1%	-16	10	1.7	1.5	5.6	i	17
CCCCN(C(=O)NC(=O)Nc1ccc(C)cn1)S(C)(=O)=O
→ i	-0.5	-0.3	-0.44	0.55	-1.6	1195	4%	i	44	12%	-6	-3	3.1	3.4	7.6	i	3
CCn1ncc(Br)c1C(=O)Nc1ccc(F)cc1F
→ i	0.23	-0.27	0.34	0.37	1.9	966	10%	i	27	18%	0	-12	1.7	1.7	3.0	i	4
COc1ccc(/C=C/C(=O)c2ccccc2)cc1COc1ccc(F)cc1
→ i	-0.68	-0.1	0.35	0.26	1.9	1419	6%	i	33	-6%	-8	-11	2.7	1.5	2.7	i	24
CCOc1ccc(NC(=O)CN(C)CC(=O)NC(C)c2ccccc2)cc1OCC (stereo unspecified)
→ i	-0.97	-0.15	-0.61	0.55	-6.5	1169	-2%	i	53	-7%	3	-23	2.1	1.8	4.8	i	-2
COc1cc(/C=C/C(=O)OCC(=O)N2CCc3ccccc3C2)ccc1O
→ i	-0.42	-0.31	-0.55	0.76	nt	nt	6%	i	57	15%	-27	0	3.1	3.6	8.0	i	5
Cc1ccc(S(=O)(=O)NCc2ccc(C(=O)NCCN(Cc3ccccc3)C(C)C)cc2)cc1
→ i	2.6	-0.092	1.1	-1.3	-0.1	1089	-4%	i	47	-9%	-19	-15	2.9	1.9	10	i	7
CCOC(=O)C1(Cc2ccc(OC)cc2)CCN(C(=O)CC2CCC(=O)N2)CC1 (stereo unspecified)
→ i	-0.9	0.32	-0.26	0.8	-1.2	1137	-1%	i	46	9%	13	8	1.3	1.7	3.0	i	-33
Cc1ccc(-c2csc3ncnc(-n4nnc5ccccc54)c23)cc1
→ i	-0.6	-0.25	-0.43	0.037	0.6	1067	4%	i	41	1%	21	13	4.9	2.7	7.7	i	14
Cc1nc2ncnn2c(C)c1C/C=C/c1ccccc1
→ i	-1.5	-0.31	-0.22	0.49	1.5	1090	1%	i	66	9%	-24	15	2.6	3.8	2.1	i	15
CCCC(C(=O)NCc1ccco1)N(C(=O)CNS(=O)(=O)c1ccccc1)C1CCCC1 (stereo unspecified)
→ i	-0.26	-0.26	0.17	0.43	-5.5	1208	5%	i	21	0%	8	-11	2.0	1.3	6.7	i	-3
CCOC(=O)C1CCN(c2c(NCCN(CC)c3ccccc3)c(=O)c2=O)CC1
→ i	-0.68	-0.021	-0.34	0.021	-0.3	1303	8%	i	28	11%	nt	nt	nt	nt	nt	nt	nt
Cn1c(SCC(=O)N2CCCC2)nc2ccccc2c1=O
→ i	-0.62	-0.21	-0.19	0.86	-3.6	846	19%	i	18	5%	-4	-15	2.4	2.0	4.4	i	4
CC(=O)Nc1ccc(Nc2ncnc3c2cnn3-c2cccc(C)c2)cc1
→ i	-0.91	-0.2	-0.29	0.63	-1.7	1022	-2%	i	20	5%	21	9	4.5	2.3	12	i	-9
COC(=O)C1=C(N)Oc2cc(C)[nH]c(=O)c2C1c1ccc(Cl)cc1 (stereo unspecified)
→ i	-0.034	-0.23	-0.13	-0.25	-0.8	1332	4%	i	24	5%	nt	nt	nt	nt	nt	nt	nt
